H9c2 protect = cardioprotection against H2O2-induced cell death, primary screen, uHTS, H9c2 cells, ATPLite luminescence; 360,000 tested, 0.63% active; H9c2 cardiomyocytes, H2O2 injury protection, 2 h; protection from H2O2 cell death, % at 20 µM; AID 588492, 2011;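 active means compounds giving at least 50% protection of heart cells from peroxide-induced death in the single-dose screen, raw or plate-pattern-corrected value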;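 further: 0% = DMSO wells with peroxide and 100% = DMSO wells without peroxide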
HIF-2a inh = HIF-2a reporter inhibitors, primary screen, luminescence, 786-0 RCC cells; 786-0 RCC cells HIF-2a reporter, luciferase luminescence, overnight; AID 624352, 2012; 360,000 tested, 0.72% active; inhibition, % at 18.8 µM;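 active means inhibition of the luminescence signal of 40% or more relative to plate controls, in a single-dose primary screen at 18.75 µM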
NR2E3 ag-1 = inhibitors of NR2E3-RetCOR corepressor binding, primary screen, NR2E3 agonist project, biochemical, TR-FRET, GST-NR2E3, biotin-RetCOR; Photoreceptor-specific nuclear receptor (Homo sapiens), Q9Y5X4; 1536-well; inhibition of corepressor binding, % at 4.78 µM; 320,000 tested, 0.12% active; AID 2300, 2010;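 active means percent inhibition above the cutoff of mean plus 3 SD of all tested compounds, set per screening campaign, cut at about 20% in these data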;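 further: 0% = DMSO wells and 100% = biotin wells as full block of FRET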
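Assay system: NR2E3–RetCOR corepressor complex. Quantity: 1.35 nM GST-NR2E3. Buffer or medium: pH 7.5 Tris-based buffer. Reagent: biotinylated RetCOR corepressor at 7 nM final. Schedule: 5 h at 4 °C. Detection: TR-FRET, emission read at 617 and 671 nm. Replicates: one well per compound, singlicate testing.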
m5-HT2A agonist = mouse Htr2a agonists via beta-arrestin recruitment, primary screen, cell-based, luminescence | CHO-K1 mHTR2A beta-arrestin complementation; percent of 30 µM serotonin response | activation, % at 7.6 µM | 360,000 tested, 0.66% active;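 active means activation above a run cutoff, the mean activation of all tested compounds plus 3 SD, cut at about 14% in these data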;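 further: 0% = plate median of compound wells and 100% = 30 µM serotonin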
Target sequence (P35363 whole entry, looked up): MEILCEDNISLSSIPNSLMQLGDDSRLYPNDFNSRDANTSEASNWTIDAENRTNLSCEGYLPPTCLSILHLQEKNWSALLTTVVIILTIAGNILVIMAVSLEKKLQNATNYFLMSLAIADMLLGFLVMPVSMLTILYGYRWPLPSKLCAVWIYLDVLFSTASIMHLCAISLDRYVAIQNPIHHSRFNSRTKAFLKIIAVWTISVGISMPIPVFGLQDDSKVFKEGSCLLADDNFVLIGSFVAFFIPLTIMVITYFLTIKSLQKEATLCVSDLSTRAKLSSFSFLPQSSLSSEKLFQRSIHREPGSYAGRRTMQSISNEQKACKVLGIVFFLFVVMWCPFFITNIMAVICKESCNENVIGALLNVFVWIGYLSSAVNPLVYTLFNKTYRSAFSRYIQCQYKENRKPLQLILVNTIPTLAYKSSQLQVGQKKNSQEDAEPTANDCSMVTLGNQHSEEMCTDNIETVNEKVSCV
NR2E3 ag-2 = NR2E3 agonists in two-hybrid cells, primary screen, cell-based, luminescence, CHO-S, Gal4-NCOR/VP16-NR2E3 | luciferase | inhibition of corepressor binding, % at 3.98 µM | 360,000 tested, 0.35% active | AID 602229, 2012;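 active means inhibition above the mean of all tested compounds plus 3 SD, cut at about 70% in these data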;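 further: 0% = DMSO with NR2E3 transfected cells and 100% = cells lacking NR2E3 construct; higher means lower luciferase signal from less NR2E3 corepressor binding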
MITF TRPM1 inh = inhibitors of MITF-dependent TRPM1 promoter reporter, primary screen, cell-based, SK-MEL-5, single point, luciferase | 330,000 tested, 0.83% active | inhibition, % at 12.5 µM | SK-MEL-5 TRPM1 promoter luciferase, 24 h;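 active means mean inhibition across replicates of 60% or more, whatever share of single replicates reaches that level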; further: values of inactives mirror those of a sister screen read the other way
Peg3 promoter = Peg3 promoter-driven luciferase inhibitors, primary screen, cell-based, HeLa, luciferase luminescence; AID 588405, 2011; HeLa PEG-Prom luciferase reporter, overnight; 360,000 tested, 1.7% active; inhibition, % at 20 µM;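 active means inhibition of at least 50% at 20 µM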
Shn3 3UTR inh = reduction of Shn3 3'UTR firefly luciferase signal, primary screen, Schnurri-3 inhibitor project, cell-based, Clone20 osteoblasts, set 2 | Clone20 osteoblast Shn3 3'UTR firefly luciferase, 24 h | inhibition, % at 12.5 µM | 360,000 tested, 0.52% active;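 active means mean inhibition of at least 75% with every replicate also reaching 75%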;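 further: 0% = median of neutral control wells and 100% = pilot-screen positive control compound; some compounds past the cut are filed as inactive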
CaV13 FRET inh = Primary screen for inhibitors of IQ motif and Ca2+-dependent inactivation inhibitor domain binding in CACNA1D, Förster resonance energy transfer in living cells, …; HEK cells, CFP/YFP FRET ICDI-IQ, plate reader, 10 min; percent FRET-ratio fall versus neutral wells; inhibition, % at 12.3 µM; 340,000 tested, 0.098% active;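 active means mean replicate inhibition of at least 30% and at least 1% of replicates passing that level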;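 further: 0% = median of the neutral control wells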
iPSC survival up = enhancers of single-cell hiPSC survival, primary screen, ATPlite luminescence; 100% = ROCK inhibitor wells, 0% = DMSO; survival enhancement, % at 20 µM; 360,000 tested, 0.044% active; in the data active means survival enhancement above about 18%;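 further: cells exposed to compounds for 16 hours before the ATP read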
PDI inh = inhibitors of human PDI, primary screen, biochemical, turbidity, single point, plate reader | PDI insulin aggregation turbidity, A650, 90 min | inhibition, % at 10 µM | 350,000 tested, 0.052% active;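 active means mean inhibition across replicates of 30% or more, whatever share of single replicates reach that level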;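 further: absorbance from insulin aggregation driven by PDI reduction with DTT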
Target sequence (P07237 whole entry, looked up): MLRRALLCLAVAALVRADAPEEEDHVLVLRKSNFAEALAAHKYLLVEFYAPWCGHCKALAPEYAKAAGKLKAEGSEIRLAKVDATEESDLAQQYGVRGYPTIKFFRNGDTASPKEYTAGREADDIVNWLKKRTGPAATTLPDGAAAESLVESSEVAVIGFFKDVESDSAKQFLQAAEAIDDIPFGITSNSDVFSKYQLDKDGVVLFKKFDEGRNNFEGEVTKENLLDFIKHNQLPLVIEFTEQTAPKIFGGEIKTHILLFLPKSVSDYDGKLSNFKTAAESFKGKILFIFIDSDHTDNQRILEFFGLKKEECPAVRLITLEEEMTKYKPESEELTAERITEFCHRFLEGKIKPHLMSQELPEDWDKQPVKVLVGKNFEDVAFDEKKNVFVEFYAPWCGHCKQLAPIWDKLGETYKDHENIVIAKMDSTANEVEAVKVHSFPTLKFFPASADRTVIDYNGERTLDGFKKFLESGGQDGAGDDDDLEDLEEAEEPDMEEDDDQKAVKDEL
The depositor's hits bear a star; . = not tested or not shown. No enrichment for hits. About 3.9% of those tested had a hit in this group.

SMILES	H9c2 protect	HIF-2a inh	NR2E3 ag-1	m5-HT2A agonist	NR2E3 ag-2	MITF TRPM1 inh	Peg3 promoter	Shn3 3UTR inh	CaV13 FRET inh	iPSC survival up	PDI inh
Cc1ccc(/C=C/S(=O)(=O)NCC(=O)OCC(=O)Nc2c(F)cccc2F)cc1	-6	1	1	5	2	11	1	3	-14	-0.4	5
O=C(NCc1nc2ccccc2[nH]1)C1=C[C@H](C2CC2)C[C@H](OCCCCO)O1	5	18	1	-5	23	9	3	-14	-5	2.3	.
CC(C)(C)c1ccc(S(=O)(=O)NC(=O)C2(C)CCN2C(=O)C2CC2)cc1 (configuration not stated)	1	0	.	-1	4	.	11	1	-5	0.8	15
NS(=O)(=O)c1ccc(CCNC(=O)CCS(=O)(=O)c2ccc(Br)cc2)cc1	1	2	.	5	2	-4	-3	-16	-16	0.3	-10
COc1ccc2[nH]c3c(=O)n(Cc4ccc(C(=O)N5CCCC5)cc4)c(=S)[nH]c3c2c1	8	-18	3	1	-4	-16	-49	6	2	1.7	-4
O=c1[nH]c(N/N=C/c2ccccc2Br)nnc1-c1ccccc1	2	-187	-1	3	-29	-23	-92	-5	-5	-1.7	3
COC(=O)c1ccc2nc(-c3ccc(C)cc3)c(Cc3cccc(F)c3)n2c1	.	-26	.	0	-32	.	.	.	-5	-0.3	.
CS(=O)Cc1cc(Oc2ccccc2)nc(-c2ccncc2)n1 (configuration not stated)	-1	13	1	3	-1	-3	6	1	-4	3.0	-1
CCN(C(=O)COC(=O)c1cnc(C)cn1)c1c(N)n(Cc2ccccc2)c(=O)[nH]c1=O	-1	5	-1	-3	-8	3	5	12	-7	-0.3	4
COc1ccccc1-c1csc(C(O)c2ccccc2)n1 (configuration not stated)	-8	-65	.	-1	-58	.	-56	12	-11	-2.5	15
Cc1nc(C(=O)NC2CCOCC2)sc1C1(C)CC(c2cccc([N+](=O)[O-])c2)=NO1 (configuration not stated)	-3	9	0	-8	2	8	3	5	-12	-2.4	6
CCOC(=O)c1ccc(NC(=O)c2nc[nH]c2C(=O)N2CCN(c3ccccc3)CC2)cc1	4	-7	1	-1	3	12	28	0	-5	-1.4	-1
COc1ccc(N(CC(=O)Nc2ccc3c(c2)OCCO3)S(=O)(=O)c2cccc(C)c2)cc1	16	-7	.	-18	12	-4	-16	13	-6	-0.4	5
Cc1cc(C)c(C#N)c(SCc2ccccc2F)n1	1	4	1	3	-39	5	3	-12	-3	-0.1	3
CC(Cl)=CCn1c(NCCc2ccccc2)nc2c1c(=O)n(C)c(=O)n2C	-30	-22	.	6	48	.	12	92*	-3	4.0	0
COc1ccc(-c2cc(NC=O)c3ncc(-c4cnn(C)c4)n3c2)cc1	8	-4	.	-3	9	.	22	8	-5	-0.6	8
O=C(c1ccccc1Oc1ccc([N+](=O)[O-])cc1)N1CCOCC1	1	18	4	7	2	0	6	0	.	-0.3	3
C=C1CC(Cn2cc(Br)c(=O)[nH]c2=O)(c2ccc(-c3ccccc3)cc2)OC1=O (configuration not stated)	-18	94*	.	6	28	109*	100*	95*	-15	-2.9	4
Cc1nnsc1NC(=O)OCc1ccccc1Cl	-8	-40	2	4	0	-6	-47	11	-4	2.0	0
CCN(CC)CCOC(=O)C1(c2ccc([N+](=O)[O-])cc2)CCCC1	17	3	0	-10	-24	-8	0	-6	-5	2.6	1
CCOC(=O)c1cc(C(C)=O)c(=O)[nH]c1C	8	13	3	0	-2	5	15	2	-3	-3.8	18
CC(=O)Oc1ccc(-c2cccc(C(=O)OCC(=O)N(C)c3ccccc3)c2)cc1	-2	13	-2	-2	-7	-2	11	42	-15	-1.8	-18
Cc1ccccc1N(CC(=O)N1CCc2ccccc2C1)S(C)(=O)=O	0	26	-2	-5	22	1	5	-9	-1	-0.5	1
CC(C)C(=O)N1CCN(c2ccc(NC(=O)c3ccc(Br)o3)cc2)CC1	-1	-19	-2	-1	-12	-14	-5	3	-4	-0.7	-19
CCOC(=O)c1c(N)nn(C(=O)C(C)C)c1-c1ccccc1	-7	6	-3	-3	-16	6	9	2	.	-3.0	-1

The list goes on.
SMILES	H9c2 protect	HIF-2a inh	NR2E3 ag-1	m5-HT2A agonist	NR2E3 ag-2	MITF TRPM1 inh	Peg3 promoter	Shn3 3UTR inh	CaV13 FRET inh	iPSC survival up	PDI inh
COc1ccc(C(=O)NC2CC2)cc1OC1CCN(Cc2cnn(C)c2C)CC1	6	10	.	-6	3	1	-5	-3	.	-0.5	-15
Cc1ccc(-n2c(Cc3cccn3C)nnc2SCC(=O)Nc2ccc3c(c2)OCO3)cc1	-1	10	-5	-1	2	17	12	-20	-7	4.5	8
COC(=O)CN1C(=O)[C@H]2[C@@H](c3ccc(C)o3)N3C(=O)CN(Cc4ccc(-c5ccccc5)cc4)C(=O)[C@@]3(C)[C@H]2C1=O	0	11	2	-5	-6	-8	2	3	-12	0.2	10
CCOC(=O)/C(C#N)=C/NC(=O)NC(C)(C)C	-3	5	3	0	4	14	-2	7	-10	1.9	16
CC1CCC2(CC1)NC(=O)N(CC(=O)NCc1ccco1)C2=O (configuration not stated)	8	15	.	5	13	.	2	-63	2	0.2	-3
COc1ccc(-c2cc(C(=O)OCC(=O)NC(C)C)c3ccccc3n2)cc1	-6	-52	1	0	-25	-24	-77	-14	-9	-0.3	-9
CCCN(CCC)S(=O)(=O)c1cc(CN2C(=O)c3cccnc3C2=O)ccc1OC	2	12	1	-1	-1	-6	5	6	-19	1.0	-4
COc1ccc(/C=C/C(=O)OCC(=O)NC2CCS(=O)(=O)C2)cc1 (configuration not stated)	3	1	2	-1	-24	-5	-4	-4	-14	1.2	-1
Cc1cc(C)cc(NC(=O)COC(=O)c2ccc(CN3CCCC3=O)cc2)c1	-3	9	2	2	-3	1	-6	4	-5	-0.7	-10
CCNS(=O)(=O)c1ccc(NC(=O)Cn2nc(C(F)(F)F)cc2C)cc1	-4	5	2	-1	-1	3	8	-1	-5	0.8	-1
O=C(O)CCC(=O)Nc1ccc2c(c1)Cc1cc(NC(=O)CCC(=O)O)ccc1-2	-1	8	-4	-1	-30	3	-4	8	-2	-0.5	0
CC1CCCCN1CC(=O)c1c(N)n(Cc2ccccc2)c(=O)n(C)c1=O (configuration not stated)	2	21	-3	2	-22	-13	3	-6	2	-0.9	2
COc1ccc(N2C(=O)CSC23C(=O)Nc2ccccc23)cc1 (configuration not stated)	1	10	0	1	-3	8	-3	3	-5	0.2	15
COc1ccc(/C=N/Nc2snc(SC)c2C#N)cc1OC	-2	-240	-3	-6	-81	-87	-269	-34	.	0.6	5
O=C(Cn1nnc2c(cnn2-c2ccccc2)c1=O)N1CCN(c2ccccc2F)CC1	-3	16	2	-2	-11	4	20	4	-4	0.0	-2
CCCCNC(=O)CC1N=C2c3ccccc3N=C(SCC(=O)Nc3ccc(OC)cc3)N2C1=O (configuration not stated)	0	-21	5	0	1	-3	-12	-31	-4	-0.9	-2
Cc1ccccc1CSc1n[nH]c(NS(=O)(=O)c2ccccc2)n1	-10	16	0	-12	20	9	8	4	-5	-0.3	-4
O=C(NCc1ccccc1)c1ccc2c(=O)[nH]c3c(C(=O)NCC4CCCO4)sc(=S)n3c2c1 (configuration not stated)	20	12	2	1	23	-9	-30	2	-9	0.0	2
CN1CCN(S(=O)(=O)c2ccc(NC(=O)c3cccs3)cc2)CC1	11	-4	-1	7	-15	-1	-5	-3	.	-0.9	8
COC(=O)c1ccc(NC(=O)CSc2nnc(-c3ccncc3)n2C)cc1	2	-17	2	-2	1	6	-9	6	-6	0.4	-5
COc1ccc(NC(=O)CN(Cc2ccccc2)Cc2ccccc2)cc1S(N)(=O)=O	20	17	-5	1	0	15	11	29	-9	1.3	20
Cc1ccc(C)n1-c1ccc(N2CCOCC2)c(Br)c1	0	12	-1	2	-15	16	-17	-1	.	-2.5	0
Cc1cc(C)c(S(=O)(=O)N2CCCCC2C(=O)O)c(C)c1 (configuration not stated)	-2	14	-5	-1	-5	9	12	-2	0	-0.1	-3
CCOC(=O)C1=C(c2ccccc2)NC(=O)N(C(C)=O)C1c1cccc([N+](=O)[O-])c1 (configuration not stated)	-2	17	2	1	-3	3	-4	-8	-5	0.5	-3
CC1CC(C)(C)CC2(C1)NC(=O)N(CC(=O)OCc1ccc(Br)cc1)C2=O (configuration not stated)	-8	-4	1	9	9	2	32	-12	-5	0.2	0

Part of the list above in order of molar mass, lowest first.
SMILES	H9c2 protect	HIF-2a inh	NR2E3 ag-1	m5-HT2A agonist	NR2E3 ag-2	MITF TRPM1 inh	Peg3 promoter	Shn3 3UTR inh	CaV13 FRET inh	iPSC survival up	PDI inh
COc1ccc(/C=N/Nc2snc(SC)c2C#N)cc1OC	-2	-240	-3	-6	-81	-87	-269	-34	.	0.6	5
CC1CCCCN1CC(=O)c1c(N)n(Cc2ccccc2)c(=O)n(C)c1=O (configuration not stated)	2	21	-3	2	-22	-13	3	-6	2	-0.9	2
COc1ccc(NC(=O)CN(Cc2ccccc2)Cc2ccccc2)cc1S(N)(=O)=O	20	17	-5	1	0	15	11	29	-9	1.3	20

The list goes on.
SMILES	H9c2 protect	HIF-2a inh	NR2E3 ag-1	m5-HT2A agonist	NR2E3 ag-2	MITF TRPM1 inh	Peg3 promoter	Shn3 3UTR inh	CaV13 FRET inh	iPSC survival up	PDI inh
O=c1c2cc(N3CCOCC3)ccc2[nH]c(=S)n1Cc1cccc(Cl)c1	-5	7	1	-3	-10	6	20	0	-5	1.4	-4
CC(C)C(=O)N1CCN(S(=O)(=O)c2ccc3ccccc3c2)CC1	-10	7	1	2	-17	15	7	38	-7	-0.6	-1
COCCn1c(SCc2c(F)cccc2Cl)nc2c1c(=O)[nH]c(=O)n2C	8	18	-2	-5	-8	-6	12	5	-4	2.0	7
CSc1sc(C(=O)NNC(=O)c2ccc(Cl)cc2)c2c1C=CCC2	6	-6	-1	-4	-2	3	6	.	-19	0.3	4
COc1ccc(C(=O)/C=C/Nc2cc(C)on2)c(OC)c1	0	-163	-1	-3	-38	-27	-131	-17	-3	1.3	0
Cc1ccc(C(=O)c2ccccc2C(=O)Nc2ccccc2)cc1	0	15	1	4	-1	-5	-10	-25	-10	-2.7	5
CC(NC(=O)C(NS(=O)(=O)c1cccc2nsnc12)C(C)C)c1ccccc1 (configuration not stated)	30	17	1	-4	-2	2	14	-19	.	0.3	0
Cc1c(CC(=O)O)c(=O)oc2cc(OCc3ccc(F)cc3Cl)ccc12	0	-14	2	5	-50	-6	-23	21	-2	1.9	-9
Cc1c(C2(O)CCCCC2)[nH]c2cnccc12	2	8	4	-2	7	-6	3	-6	-4	6.5	3

Screening results from PubChem.
